# All columns: NCI-60 one-dose screen, growth in % after 48 h at 10 µM unless noted; 100 = growth as untreated, 0 = no growth, -100 = all killed.
# RXF 393 = RXF 393 renal cancer cells; AID 1794773; 77,000 tested, 6.9% active
# CAKI-1 = CAKI-1 renal cancer | 75,000 tested, 4.7% active
# NCI-H322M = NCI-H322M lung cancer; 80,000 tested, 2.7% active
# 786-0 = 786-0 renal cancer cells; 81,000 tested, 5.1% active; AID 1794775
# ACHN = ACHN renal cancer. 81,000 tested, 4.9% active
# TK-10 = TK-10 renal cancer cells; 81,000 tested, 3.9% active
# UO-31 = UO-31 renal cancer | 81,000 tested, 5.2% active | AID 1794768
# NCI-H460 = NCI-H460 lung cancer; 82,000 tested, 6.8% active; AID 1794736
# NCI-H522 = NCI-H522 lung cancer; 78,000 tested, 8% active; AID 1794739
# The depositor's hits bear a star; . = not tested or not shown. How the source made its calls: active means growth percent below 10; inactive means the rest.
SMILES,RXF 393,CAKI-1,NCI-H322M,786-0,ACHN,TK-10,UO-31,NCI-H460,NCI-H522
COc1cc(OC)c(NC(N)=O)cc1Cl,108,102,92,110,101,116,78,99,100
O=[N+]([O-])c1cccc(OCCOc2cccc([N+](=O)[O-])c2)c1,90,.,104,107,100,105,98,.,96
O=C1CC2CC=CCN2C=C1c1ccncc1 (stereo not drawn),108,97,106,116,105,111,79,104,88
CCN(CC)CCC(Br)(C#N)c1ccccc1 (stereo not drawn),106,110,118,93,100,99,86,111,98
Brc1cc2c(cc1C1SCCS1)OCO2,103,99,101,100,111,108,86,108,88
c1ccc(CNc2ncnc3onc(-c4ccccc4)c23)cc1,82,67,95,88,67,98,41,87,73
CC/C=C\CO[C@H]1Cc2cc3ccc(=O)oc3cc2OC1(C)C,106,88,107,102,107,95,82,104,77
CO[C@H](/C(C)=C/C=C/C=C(C)/C=C/C[C@H](O)CC(=O)/C=C/C=C(C)/C=C/[C@@H](C)NC(=O)[C@H](C)C/C=C/C[C@@H](O)Cc1ccc(O)cc1)[C@@H](C)C(=O)O,98,86,107,102,98,117,77,104,101
C[n+]1cccc2cccc([N+](=O)[O-])c21,96,98,89,91,97,110,79,105,80
COc1cc2nc(N3CCC[C@@H](N)C3)nc(N)c2cc1OC,104,89,86,100,102,87,96,110,98
O=C1CCN(c2cccc(Cl)c2)C(=S)N1,156,88,102,99,105,101,89,103,87
Cc1c(O)cccc1[N+](=O)[O-],108,85,108,97,102,134,80,98,99
CCN1C2CCC1/C(=C\c1ccc(F)cc1)C(=O)/C2=C/c1ccc(F)cc1,58,66,43,42,49,74,54,46,37
Cc1cc(C(=O)O)c(C)n1-c1cccc(C(=O)O)c1,62,14,94,106,-8.9*,96,85,35,46
Nc1c(C(=O)Nc2cccc3ccncc23)sc2nc3c(cc12)C(=O)CCC3,30,38,72,44,51,68,58,12,-16*
CCc1ccccc1-n1c(-c2ccc(O)cc2)cc(-c2ccc(Cl)cc2)c(C#N)c1=O,96,99,85,107,91,115,88,95,88
CCCCC(O)(CCCC)C(CC)CC,119,98,136,113,101,121,89,108,112
Cc1c(C)c(N2C(=O)c3ccc(O)cc3C2=O)c(C)c2c1OC(C)(CCCC(C)CCCC(C)CCCC(C)C)CC2 (stereo not drawn),105,115,92,98,110,105,85,109,94
C/C(=C(\CNc1ccc(S(=O)(=O)c2ccc(N)cc2)cc1)C(=O)c1ccccc1)c1ccccc1,93,80,100,85,98,114,65,96,80
O=C1CC(c2ccc(Cl)cc2)c2snc(-c3cccc(F)c3)c2N1 (stereo not drawn),101,77,91,75,81,85,60,96,59
COc1ccc(-c2nn(C(=O)NCCN3CCN(C(C)=O)CC3)cc2-c2ccncc2)cc1Cl,58,93,102,54,61,22,62,88,87
CCOC(=O)c1cc(OCC)c2c(ccc3ccccc32)n1,115,88,112,99,115,117,99,101,106
S=C(NCNC(=S)c1ccncc1)c1ccncc1,100,110,114,104,107,120,90,104,100
O=C(O)c1cc(=O)c2cccc(O)c2[nH]1,112,90,95,94,107,94,93,99,97
Brc1cnc[nH]1,113,96,88,97,112,103,85,106,98
CCOC(=O)c1ncc2ncc(-c3ccc(OC)cc3)cn12,99,97,105,88,96,96,78,101,98
CC1(C)CC[C@]23CC[C@]4(C)[C@H](CC[C@@H]5[C@@]6(C)C[C@@H](C=NCCO)C(=O)C(C)(C)[C@@H]6CC[C@]54C)[C@H]2[C@H]1OC3=O,132,80,105,107,103,106,78,106,86
CN(C)CCCNc1c2ccc(Cl)cc2nc2c1oc1ccc(Cl)cc12,-81*,-85*,2.6*,-85*,-97*,.,45,-31*,17
O=C(Cc1c[nH]c2ccccc12)N=Nc1c(O)[nH]c2ccc(Br)cc12,97,65,89,101,88,153,53,92,84
Nc1nc(Cl)c2ncn(Cc3cc4c(cc3I)OCO4)c2n1,66,48,65,44,57,24,35,18,15

# Arranged by formula weight (descending): part of the list above.
SMILES,RXF 393,CAKI-1,NCI-H322M,786-0,ACHN,TK-10,UO-31,NCI-H460,NCI-H522
COc1ccc(-c2nn(C(=O)NCCN3CCN(C(C)=O)CC3)cc2-c2ccncc2)cc1Cl,58,93,102,54,61,22,62,88,87
O=C(Cc1c[nH]c2ccccc12)N=Nc1c(O)[nH]c2ccc(Br)cc12,97,65,89,101,88,153,53,92,84
CCOC(=O)c1cc(OCC)c2c(ccc3ccccc32)n1,115,88,112,99,115,117,99,101,106
Brc1cnc[nH]1,113,96,88,97,112,103,85,106,98

# Next records:
SMILES,RXF 393,CAKI-1,NCI-H322M,786-0,ACHN,TK-10,UO-31,NCI-H460,NCI-H522
O=C1/C(=C/c2ccccc2)COc2ccc(O)c(O)c21,112,94,102,101,107,102,81,104,63
CCCCc1oc2ccc([N+](=O)[O-])cc2c1C(=O)c1ccc(C#CC2CCCCC2)cc1,106,83,99,106,104,98,73,96,86
CC(C)NC(=O)c1cc(-c2ccc(NC(=O)Nc3ccc(F)c(C(F)(F)F)c3)cc2)nc2cccnc12,82,98,107,88,91,97,92,86,87
N=C(N)SCc1ccc(Br)cc1,100,100,97,97,92,99,70,86,83
COc1cc(/C=C/C(=O)N2CCN(C(=O)/C=C/c3ccc(F)cc3)CC2)cc(OC)c1OC,127,100,95,93,104,112,79,108,85
O=C1CCC(C(=O)NNc2ccc([N+](=O)[O-])cc2)N1 (stereo not drawn),109,67,95,93,83,95,76,101,83
Ic1cccnc1,120,102,.,105,104,106,107,109,95
O=C(CSCc1ccc([N+](=O)[O-])cc1)c1ccc(Br)cc1,102,94,91,91,111,102,69,104,91
CC(=O)O[C@H]1C[C@@]2(C)[C@@H](C[C@@H](O)[C@H]3[C@@]4(C)CC[C@H](O)[C@@H](C)[C@@H]4CC[C@@]32C)/C1=C(\CCC(Br)C(C)(C)N1CC=CCC1)C(=O)O (stereo partly drawn),97,81,107,103,98,138,70,100,97
Cc1cc(O)ccc1N=Nc1ccccc1,106,103,91,100,104,120,77,104,93
O=C(CN1C(=O)C(=O)c2ccccc21)Nc1ccc(-c2nc3ccccc3s2)cc1,95,102,100,107,101,113,85,103,95
O=C1c2cc3c(cc2-c2c1c1ccc(Cl)cc1c(=O)n2C[C@H](O)CO)OCO3,-67*,-35*,-14*,-42*,-72*,15,-86*,-12*,-13*
Fc1ccc(-c2cc3nc(C(Cl)Cl)nc(-c4cccs4)n3n2)cc1,-44*,-20*,-9.3*,58,-20*,7.6*,41,-33*,79
Nc1ccc(-c2cc(-c3cc4c([nH]c5ccccc54)c(-c4ccc(F)cc4)n3)cc(-c3ccccn3)n2)cc1,59,86,98,91,73,.,64,82,68
CN(C)C(C(N)=O)c1ccc(Cl)cc1 (stereo not drawn),118,93,103,96,95,92,94,109,96
COc1cc(C(=O)NC2CC(C)CC(C)(C)C2)cc(OC)c1OC (stereo not drawn),85,94,91,111,102,113,78,107,83
COc1cccc(C(=O)NCCCNc2cc(-c3cn(-c4ccccc4)nc3-c3cccc(OC)c3)ccn2)c1,67,65,100,37,61,55,27,49,46
Cc1ccc(/C=C/C(=O)c2ccc(F)cc2)s1,85,79,94,77,83,.,58,81,63
CCCN(CCC)c1ccc(/C=C/c2ccnc3ccccc23)cc1,.,80,108,84,87,.,75,89,78
O=C(c1ccc2c(c1)OCO2)c1ccc[nH]1,102,101,114,95,109,111,100,108,105
COc1cc(/C=N/Nc2ncc(-c3cc4cc5c(cc4o3)OCO5)s2)cc(OC)c1OC,66,64,103,85,74,101,67,57,40
CCCCOc1ccc(S(=O)(=O)N2CCN(c3nc(C)cc(N4CCOCC4)n3)CC2)cc1,85,20,62,33,15,34,17,1.2*,89
COC(=O)[C@@H](NC(=O)NC(=O)NC(=O)CI)C(C)C,83,-62*,103,-25*,80,90,-15*,89,-86*
O=C1OC2Cc3cc(Cl)ccc3NC1C2 (stereo not drawn),106,102,101,97,108,.,102,106,87
COc1cc(C=O)ccc1OC(=O)c1cc(-c2ccc(C)cc2)n(-c2ccc(S(C)(=O)=O)cc2)n1,117,93,101,102,104,126,86,110,93
CCCCC(=S)SSC(C)(C)C,107,98,105,97,105,105,97,114,110
CCc1c(C)c(=N)c2ccccc2n1C,104,63,112,98,107,114,95,98,96
CCOC(=O)C(C#N)C(C#N)c1ccc(OC)c(OC)c1 (stereo not drawn),116,104,107,105,115,109,99,100,104
O=C1N(CCc2ccccc2)c2ccc(Br)cc2C12NN=C(c1ccccc1)S2 (stereo not drawn),53,36,31,54,42,90,48,17,72
O=C(Nc1ccccc1)c1cc(-c2ccccn2)nc2ccccc12,110,103,142,89,98,108,86,163,94

# Entries of single compounds, quoted from the list. Values in the order: RXF 393, CAKI-1, NCI-H322M, 786-0, ACHN, TK-10, UO-31, NCI-H460, NCI-H522
# CCOC(=O)C(C#N)C(C#N)c1ccc(OC)c(OC)c1 (stereo not drawn) reads 116, 104, 107, 105, 115, 109, 99, 100, 104
# CCCCC(=S)SSC(C)(C)C reads 107, 98, 105, 97, 105, 105, 97, 114, 110
# CCc1c(C)c(=N)c2ccccc2n1C reads 104, 63, 112, 98, 107, 114, 95, 98, 96

# Next section:
SMILES,RXF 393,CAKI-1,NCI-H322M,786-0,ACHN,TK-10,UO-31,NCI-H460,NCI-H522
COc1ccc2[nH]c(=O)c(CSc3cccc(N)c3)cc2c1,85,41,75,55,21,72,57,21,63
O=C(CCN1CCCC1)Nc1ccc2c(NCCCCc3ccccc3)c3ccccc3nc2c1,7.6*,9.9*,-25*,15,25,-36*,37,-69*,-39*
COc1c(/C(C)=N/N=c2sc(C(C)=O)nn2-c2ccc([N+](=O)[O-])cc2)c(Oc2ccccc2)c(OC)c2occc12,115,78,85,100,100,118,78,87,84
CC1c2ccccc2CC(CCN(C)C)c2ccccc21 (stereo not drawn),.,85,88,86,93,93,76,104,102
C/C=C/C1C(/C=N/N(C)C)C(C#N)(C#N)C1(C#N)C#N (stereo not drawn),106,107,101,97,94,139,94,100,65
CC(=O)N1N=C(c2cccc(OCCCCOc3cccc(C4=NN(C(C)=O)C(c5ccc(Cl)cc5)C4)c3)c2)CC1c1ccc(Cl)cc1 (stereo not drawn),88,58,90,94,89,109,73,91,77
N#Cc1c(-c2ccc(Cl)cc2Cl)c(C#N)c(=O)n(-c2nccs2)c1N,103,.,92,98,88,.,89,109,88
Cc1nn(-c2ccc(-c3ccc(OC(F)(F)F)cc3)cc2)c2nc[nH]c(=O)c12,105,.,110,103,116,103,90,108,80
COc1ccccc1CNCCCN1C(=O)c2ccc3c4c(ccc(c24)C1=O)C(=O)N(CCCNCCCCNCCCCN)C3=O,23,64,-22*,23,17,.,8.6*,0.3*,-41*
CN(C)Cc1ccc2ccccc2c1O,102,97,96,107,99,116,60,107,93
COc1cc(C)ccc1Oc1nc(Nc2ccc(N3CCOCC3)cc2)ncc1NCc1cc(C(F)(F)F)cc(C(F)(F)F)c1,68,.,64,34,60,77,73,58,78
COc1cccc(-n2cc(-c3nc(Nc4cc(C)[nH]n4)c4ccccc4n3)nn2)c1,.,2.6*,52,51,24,33,15,45,10.0*
COc1cc(/C=C/C(=O)c2cccc(OCC(=O)O)c2)cc(OC)c1OC,124,101,106,107,101,113,92,114,104
CC(C)c1nc2ccccc2n1CC(=O)N/N=C/c1ccc(OCc2ccccc2)cc1,104,85,92,94,94,88,72,102,74
O=C(O)c1cn(C2CC2)c2cc(N3CCN(S(=O)(=O)c4ccc(Cl)cc4Cl)CC3)c(F)cc2c1=O,32,88,87,99,85,93,60,98,96
CCOC(=O)c1cc(C(=O)c2cc(OC)c(OC)c(OC)c2)n2ccc(-c3ccncc3)cc12,95,85,106,90,100,100,70,97,69
O=C1/C(=C/C=C/c2ccco2)SC(=S)N1CCc1ccccc1,21,93,94,103,99,120,86,90,85
COc1cccc2c1C(=O)c1c(O)c3c(c(O)c1C2=O)C[C@@](O)(C(=O)COC(=O)c1cccnc1)C[C@@H]3OC1CC(N)C(O)C(C)O1 (stereo partly drawn),-65*,-41*,-19*,3.2*,-7.1*,-9.3*,-40*,4.1*,-76*
CCCNC(C)(C)COC(=O)c1ccccc1,113,95,89,102,99,112,79,103,76
COC1C[C@H](O[C@@H]2C[C@H](O[C@@H]3C[C@H](O[C@@H]4C(=O)c5c(cc6cc(O[C@H]7C[C@@H](O[C@H]8C[C@@H](O)[C@H](O)C(C)O8)[C@H](O)C(C)O7)c(C)c(O)c6c5O)C[C@H]4C(OC)C(=O)[C@@H](O)[C@@H](C)O)OC(C)[C@H]3O)OC(C)[C@@H]2O)OC(C)[C@@H]1O (stereo partly drawn),-51*,29,6.2*,-5.7*,6.3*,1.3*,5.0*,6.3*,-33*
NNC(=O)c1nc[nH]c1C(=O)NN,106,102,97,105,102,107,88,102,104
CCCCNCC(O)c1cc2c(Cl)cc(Cl)cc2c2cc(C(F)(F)F)ccc12 (stereo not drawn),-95*,-65*,-83*,-71*,-79*,-88*,-81*,-74*,-79*

# Seven entries picked at random from those above, as already listed:
SMILES,RXF 393,CAKI-1,NCI-H322M,786-0,ACHN,TK-10,UO-31,NCI-H460,NCI-H522
COc1cc(C)ccc1Oc1nc(Nc2ccc(N3CCOCC3)cc2)ncc1NCc1cc(C(F)(F)F)cc(C(F)(F)F)c1,68,.,64,34,60,77,73,58,78
COc1cc(/C=C/C(=O)c2cccc(OCC(=O)O)c2)cc(OC)c1OC,124,101,106,107,101,113,92,114,104
CCOC(=O)c1cc(C(=O)c2cc(OC)c(OC)c(OC)c2)n2ccc(-c3ccncc3)cc12,95,85,106,90,100,100,70,97,69
CCCNC(C)(C)COC(=O)c1ccccc1,113,95,89,102,99,112,79,103,76
CCCCNCC(O)c1cc2c(Cl)cc(Cl)cc2c2cc(C(F)(F)F)ccc12 (stereo not drawn),-95*,-65*,-83*,-71*,-79*,-88*,-81*,-74*,-79*
NNC(=O)c1nc[nH]c1C(=O)NN,106,102,97,105,102,107,88,102,104
O=C(O)c1cn(C2CC2)c2cc(N3CCN(S(=O)(=O)c4ccc(Cl)cc4Cl)CC3)c(F)cc2c1=O,32,88,87,99,85,93,60,98,96
